ALDH1A1 block – blocks purified human ALDH1A1 activity. 7.3% of 220,000 active. Purified ALDH1A1, NADH fluorescence, propionaldehyde substrate. P00352. AID 1030. Potency, µM (series often up to 75.3 µM), without a hit: at the highest dose activity, negative = inhibition, actives largely listed as inhibitors; active means well fitted inhibition curve with a large enough effect, not every such curve was filed as active; inconclusive means small, poorly fitted or top-dose-only effect, or another doubt; inactive means no such curve, though single readings can be large or run the other way;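 further: plate controls were no enzyme wells and a reference inhibitor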
Target sequence (P00352 whole entry, looked up): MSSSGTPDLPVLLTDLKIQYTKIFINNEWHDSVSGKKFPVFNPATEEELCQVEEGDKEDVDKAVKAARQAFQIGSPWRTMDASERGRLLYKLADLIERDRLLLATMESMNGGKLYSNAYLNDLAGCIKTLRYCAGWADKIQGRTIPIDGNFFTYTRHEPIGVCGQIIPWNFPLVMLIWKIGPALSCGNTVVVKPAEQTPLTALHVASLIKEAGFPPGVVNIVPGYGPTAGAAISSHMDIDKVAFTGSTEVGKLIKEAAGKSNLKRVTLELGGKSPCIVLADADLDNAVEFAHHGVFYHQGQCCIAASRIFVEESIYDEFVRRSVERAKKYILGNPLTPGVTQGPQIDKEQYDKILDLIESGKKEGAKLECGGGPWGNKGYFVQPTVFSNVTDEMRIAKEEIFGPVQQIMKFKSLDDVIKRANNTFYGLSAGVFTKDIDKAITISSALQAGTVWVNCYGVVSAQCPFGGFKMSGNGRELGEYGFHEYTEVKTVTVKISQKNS
Tau FP inhib – inhibitors of human tau fibril formation. 0.39% of 280,000 active. Potency, µM (titrated, usually from 57.7 µM), inactives show top-dose activity, negative = inhibition, usual class: inhibitors. P10636. K18 P301L tau heparin fibrillization, Alexa594 FP, 6 h. AID 1468; further: nearly all actives have a fitted effect of over 55% in size
Target sequence (P10636 561-689 P618L limits assumed): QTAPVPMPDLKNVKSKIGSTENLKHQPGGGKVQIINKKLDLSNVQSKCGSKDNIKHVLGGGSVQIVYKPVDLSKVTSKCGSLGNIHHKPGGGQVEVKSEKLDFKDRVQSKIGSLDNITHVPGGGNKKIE
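K18 P301L tau (15 uM unlabeled/0.24 uM Alexa 594-labeled, final) + compound + heparin 20 uM final; 100 mM NaOAc pH 7; 6 hr 37 C; ThT 30 uM final added, 1 hr RT; FP ex 555/em 632 nm.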
TRb SRC2 PPI – disrupts binding of human TR beta to SRC2; AID 1469; Potency, µM (series often up to 106 µM), without a hit: top-dose activity change, negative = inhibition, actives largely listed as inhibitors; P10828; TRbeta-SRC2 peptide binding, fluorescence polarization; receptor liganded with 1 µM T3; 0.065% of 280,000 active;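 further: plate controls were bound peptide for no effect and peptide without receptor for full effect; nearly all actives have a fitted effect of over 50% in size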
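TRb LBD 0.6 uM + Texas Red SRC2 peptide 20 nM, 1 uM T3, Tris buffer w/ 5% DMSO; compound pinned, 5 h RT; FP read ex 555/em 632; normalized to unbound and bound controls.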
Tau fluor counter – counter-screen for tau fibril formation inhibitors. tau K18 P301L Alexa594 fluorescence, heparin fibrillization. Potency, µM (top dose mostly 57.7 µM), for inactives: top-dose activity change, negative = decrease. 0.93% of 280,000 active. AID 1463; further: nearly all actives have a fitted effect of over 55% in size
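Human K18 P301L tau (15 uM unlabeled plus 0.24 uM Alexa 594-labeled, final) in 100 mM sodium acetate pH 7 was mixed with compound and 20 uM heparin and incubated 6 hr at 37 C.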
aGal spleen mod – inhibits or activates alpha-galactosidase in human spleen homogenate; 0.008% of 240,000 active; AID 2107; Potency, µM (highest dose often 80 µM), inactives show top-dose activity change, negative = inhibition, most hits filed as inhibitors; P06280; human spleen homogenate, 4MU-alpha-Gal fluorescence, 40 min;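 further: 0% = enzyme with vehicle and -100% = no enzyme basal signal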
Target sequence (P06280 32-429 limits assumed): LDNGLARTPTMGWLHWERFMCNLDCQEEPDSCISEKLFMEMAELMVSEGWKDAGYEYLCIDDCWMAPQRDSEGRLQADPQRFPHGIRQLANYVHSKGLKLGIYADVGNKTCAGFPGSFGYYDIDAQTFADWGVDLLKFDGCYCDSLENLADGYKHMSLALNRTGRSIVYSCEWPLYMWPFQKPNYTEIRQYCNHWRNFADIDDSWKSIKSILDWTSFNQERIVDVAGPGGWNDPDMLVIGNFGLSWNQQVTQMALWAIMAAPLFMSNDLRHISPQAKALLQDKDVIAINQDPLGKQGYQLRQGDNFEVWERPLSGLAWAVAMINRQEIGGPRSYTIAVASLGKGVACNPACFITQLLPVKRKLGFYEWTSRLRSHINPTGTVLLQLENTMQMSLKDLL
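qHTS titration in buffer at pH 5.0. Alpha-galactosidase activity in spleen homogenate was measured via 4-methylumbelliferone release from 1 mM fluorogenic substrate after 40 min at 37C and a pH 10 stop. AC50 came from Hill fits of control-normalized data.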
L3MBTL1 inh – blocks human L3MBTL1. AlphaScreen L3MBTL1–H3K9me1 peptide binding. Potency, µM (highest dose often 57.1 µM), inactives show top-dose activity, negative = inhibition, usual class: inhibitors. 0.66% of 230,000 active; further: nearly all actives have a fitted effect of over 60% in size
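AlphaScreen assay: L3MBTL1 (50 nM final) was preincubated 30 min at room temperature with biotinylated H3(1-15)K9me1 peptide (75 nM final), then 30 min with library compounds; streptavidin donor and nickel chelate acceptor beads (10 ug/mL final) added, 30 min dark.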
Tau fibril ThT – inhibitors of human tau fibril formation, thioflavin T binding; P10636; recombinant tau K18 P301L, heparin-induced fibrillization, ThT fluorescence; Potency, µM (top dose mostly 57.4 µM), inactives show at the top dose activity, negative = inhibition, usual class: inhibitors; 2.1% of 270,000 active; AID 1460; further: nearly all actives have a fitted effect of over 55% in size
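Using a mix of unlabeled (15 uM) and Alexa 594-labeled (0.24 uM) tau K18 P301L, heparin-triggered fibrillization over 6 hr at 37 C was scored by ThT fluorescence.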
TexasRed fluor – Texas Red fluorescence interference in TRb-SRC2 counter-screen | Potency, µM (top dose mostly 106 µM), for inactives: at the highest dose fluorescence change, negative = quenching | TRb/SRC2 Texas Red total fluorescence interference | 0.29% of 280,000 active; active means well fitted curve in either direction with a large enough effect; inconclusive means small, poorly fitted or top-dose-only effect
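Human TRβ ligand-binding domain (0.6 uM) and Texas Red SRC2 peptide (20 nM) in Tris buffer with 1 uM T3 and 5% DMSO were incubated with pinned compound for 5 hr at ambient temperature. Total fluorescence was computed as S + 2P (555/632 nm).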
* marks the source's active call; other numbers are inactive results; ? = inconclusive; · = not tested or not shown; [ ] = remark or other dose. Unless noted, the call rests on the fitted dose curve; in most records, active means well fitted curve in the direction sought with a large enough effect; inconclusive means small, poorly fitted or top-dose-only effect, or another doubt; inactive means no such curve, though single readings can be large; an effect the other way counts as inactive or inconclusive. Unless noted, on the % scale 0 is the no-effect control and ±100 the full control effect; potency means the concentration at half of the fitted maximal effect.

SMILES	ALDH1A1 block	Tau FP inhib	TRb SRC2 PPI	Tau fluor counter	aGal spleen mod	L3MBTL1 inh	Tau fibril ThT	TexasRed fluor
O=c1[nH]c2cc(Cl)c([N+](=O)[O-])nc2[nH]1	4%	-8%	3%	-7%	2%	4%	-8%	-4%
COCCN(C(=O)c1ccccc1F)c1c(N)n(Cc2ccccc2)c(=O)[nH]c1=O	7%	0%	4%	0%	8%	·	-3%	-2%
CCOC(=O)N1CCN(Cc2nc3c(c(=O)n(C)c(=O)n3C)n2Cc2cc(C)ccc2C)CC1	0.89µM*	9%	2%	6%	-2%	0%	-2%	0%
CC1Oc2ccccc2N(CC(=O)Nc2ccc3c(c2)OCCO3)C1=O (stereo unspecified)	4%	3%	-4%	-11%	0%	3%	-8%	-2%
c1ccc(-n2nnnc2-n2cnc3ccccc32)cc1	?	-4%	0%	-4%	6%	8%	-3%	-1%
O=C(CSc1n[nH]c(-c2ccc(Cl)cc2Cl)n1)Nc1ccccn1	-1%	-9%	-2%	-17%	1%	·	-18%	4%
COc1ccc(C2CC(c3ccccc3)n3nc(NC(=O)c4cccs4)nc3N2)cc1 (stereo unspecified)	?	-1%	3%	-5%	11%	-7%	-9%	2%
COCCn1c(SCC(=O)c2ccc(C)cc2C)nc2cc(C(=O)NC3CCCC3)ccc2c1=O	·	-7%	6%	-7%	·	·	1%	-1%
O=C(CSc1nc(O)cc(=O)n1-c1ccccc1)Nc1ccccn1	1%	-11%	-10%	-10%	?	·	-16%	1%
CCCNC(=O)COc1nc2ccccc2nc1N1CCOCC1	2%	-4%	4%	-2%	-2%	10%	-4%	-2%
CCc1ccc(NC(=O)CSC2=Nc3ccccc3C3=NC(CCC(=O)NCc4ccccc4OC)C(=O)N23)cc1 (stereo unspecified)	·	-6%	1%	-3%	·	·	6%	-1%
COc1ccc(NC(=O)c2sc(NC(=O)COc3ccccc3)nc2C)cc1	7%	-10%	-4%	-15%	-15%	-2%	?	-3%
Cn1c(=O)c2c(nc(N3CCCCCC3)n2CC(=O)c2ccc(Br)cc2)n(C)c1=O	-3%	4%	13%	6%	15%	16%	10%	-1%
CC(C)(C)c1cc(C(=O)NCc2ccccc2)ccn1	4%	-7%	-12%	-5%	-4%	11%	-12%	1%
Cc1nnnn1-c1cccc(C(=O)O)c1	5%	7%	-4%	-2%	-1%	·	-1%	1%
COc1ccccc1NC(=O)C1=C(C)NC(SCC(=O)Nc2ccc(C(=O)O)cc2)=C(C#N)C1c1cccs1 (stereo unspecified)	·	-2%	4%	5%	-18%	·	-1%	-1%
O=C(c1cc(S(=O)(=O)N2CCC3(CC2)OCCO3)ccc1F)N1CCCCC1	-8%	0%	-1%	-12%	10%	·	-12%	-1%
O=C(Nc1nnc(C(F)(F)F)s1)c1ccc(N2C(=O)C3C4C=CC(C4)C3C2=O)cc1 (stereo unspecified)	1%	2%	-3%	-14%	-8%	·	2%	0%
NS(=O)(=O)c1cccc(NC(=O)Cc2ccc(Cl)c(Cl)c2)c1	7%	-1%	-3%	-8%	-3%	0%	3%	-2%
CCSc1nc2ccccc2n1CCC(=O)O	-1%	-3%	-9%	-3%	2%	1%	-2%	-2%
CCOC(=O)N1CCN(C(=O)CCc2c(C)nc3c(c(C)nn3-c3ccc(C)c(C)c3)c2C)CC1	?	9%	2%	11%	1%	-10%[11.4 µM]	-4%	-1%
COc1ccc(NC(=O)C(C/C=C(/C)Cl)C(C)=O)cc1 (stereo unspecified)	4%	9%	-1%	-4%	-2%	10%	-4%	4%
CC(C)N(Cc1nc(-c2ccc(Cl)cc2)no1)C(=O)c1ccc(C(C)(C)C)cc1	·	-5%	6%	-10%	·	·	-9%	-1%
Cc1c(Cl)cccc1NC(=O)CCC(=O)NNC(=O)c1ccccc1Cl	7%	5%	3%	4%	-8%	0%	3%	2%
C=C(C)CSCc1nc2ccccc2[nH]1	9%	1%	0%	4%	-7%	11%	1%	-3%
CC(O)CN=c1cc(-c2ccccc2)oc2ccc(Cl)cc12 (stereo unspecified)	?	1%	3%	-6%	1%	-4%	-7%	-1%
CCOc1ccc(C(=O)NCC(=O)OCC(=O)Nc2ccccc2OC)cc1	6%	0%	-10%	-5%	-1%	·	-12%	1%
Cc1ccc(S(=O)(=O)NCCSc2nnnn2-c2ccc(Cl)c(C(=O)O)c2)cc1	·	-1%	-22%[53 µM]	-17%	·	·	-2%	-77%[53 µM]
O=C(c1ccccc1F)N1CCN=C1SCc1cccnc1	?	1%	-16%	-2%	-2%	·	-6%	-3%
C=CCn1c(=O)/c(=C/c2ccc(F)cc2)s/c1=C(\C#N)c1nnc2n1CCCCC2	-4%	-4%	-2%	-11%	6%	-1%	-9%	2%
Cc1ccc(N2C(=O)c3ccc(C(=O)N4CCN(Cc5ccccc5)CC4)cc3C2=O)cc1	·	-1%	-5%	-9%	-4%	·	·	-1%
COc1ccccc1OCC(=O)Nc1ccc(S(=O)(=O)N2CCCCCC2)cc1	-58%	0%	11%	?	-6%	-10%	-9%	1%
CC1=CC(=O)N(c2ccc(C)cc2)C1c1ccc(Cl)cc1 (stereo unspecified)	-2%	8%	5%	-1%	5%	?	4%	-2%
Cc1ccc(Cn2c(C(=O)O)c(CNCc3cccs3)c3ccc(C)cc32)cc1	·	0%	0%	-9%	·	·	-6%	-1%
O=C(O)Cc1nn(Cc2ccc(Br)cc2F)c(=O)c2ccccc12	-2%	-3%	0%	-5%	-3%	·	-3%	-3%
COc1cccc(Oc2ccc(C(F)(F)F)cc2NC(=O)c2cccc(F)c2)c1	-9%	?	3%	-26%	1%	31%[activator]	-3%	-2%
Cc1[nH]c2ccccc2c1/C=N/NC(=O)c1cccs1	?	10%	-1%	18µM*[quencher]	-12%	-19%	11µM*	-5%
C=C(C)CNC(=S)N/N=C(\C)c1cccc(NC(C)=O)c1	1%	-3%	-8%	-9%	3%	·	-11%	0%
Cc1c(-c2ccccc2)nc(N)c(C#N)c1-c1cccnc1	·	4%	-8%	0%	-3%	4%	-9%	-3%
CCN(CCO)c1cc(Cl)nc(SC)n1	4%	2%	4%	2%	4%	4%	0%	5%
O=[N+]([O-])c1cccnc1N1CCN(c2ccccc2F)CC1	?	4%	0%	-4%	5%	?	?	-4%
COc1ccc(OC)c2c(N)c(C#N)c(C(F)(F)C(F)(F)F)nc12	?	1%	-2%	-1%	7%	0%	9%	-3%
CCN(CC)S(=O)(=O)c1cccc(C(=O)NC(C(=O)Nc2nnc(C)s2)C(C)C)c1 (stereo unspecified)	-10%	-6%	0%	-16%	-1%	·	-17%	-4%
CNc1nc(N)nc(-c2cc(Cl)ccc2OC)n1	?	-10%	-1%[53 µM]	-5%	-3%	9%	-2%	-3%[53 µM]
O=C(/C=C/c1ccc2c(c1)OCO2)NCCSCc1cccc(Cl)c1	?	-5%	5%	?	0%	-13%	-22%	0%
COC(CN(C(=O)CCl)C(C(=O)NC1CCCCC1)c1ccc(C)cc1)OC (stereo unspecified)	?	5%	-3%	1%	-5%	6%	1%	-2%
CC(C)(C)c1cc(NC(=O)CSc2nncs2)n(-c2ccccc2)n1	11%	4%	-1%[53 µM]	11%	0%	11%	12%	0%[53 µM]
COc1cccc(CN2CCN(C(=O)c3ccc(-c4ccccc4)cc3)CC2)c1OC	?	11%	5%	5%	-11%	-5%	-16%	-1%
C=CCCC(=O)Nc1ccc(Br)cn1	7%	8%	-6%	8%	-3%	7%	-1%	0%
O=[N+]([O-])c1ccc(N/N=C/c2cccc(O)c2O)c(S(=O)(=O)N2CCOCC2)c1	-9%	0%	-1%	?	-2%	-9%	?	-4%
N#CC1=C(N)OC2=C(C(=O)CCC2)C1c1ccc(OC(=O)N2CCOCC2)cc1 (stereo unspecified)	-13%	-2%	5%	0%	6%	6%	-3%	1%
C=CC1=C2C=C(C3CC3)N(C3CCCC3)C=C2C(=O)C(C)(OC(=O)c2ccco2)C1=O (stereo unspecified)	8%[13.5 µM]	0%[11.6 µM]	4%[11.2 µM]	-3%[11.6 µM]	0%[17.5 µM]	·	-6%[11.5 µM]	0%[11.2 µM]
COC(=O)N/N=C/c1ccc(Oc2ccccc2)cc1	-4%	-10%	7%	-5%	3%	2%	-5%	-2%
CC(=O)c1cccc(S(=O)(=O)N(C)C2CCN(C)CC2)c1	?	0%	-2%	-1%	0%	?	0%	2%
O=C(COCc1cc(-c2ccc3c(c2)OCO3)on1)N1CCN(c2cccc(Cl)c2)CC1	·	?	-2%	-17%	·	·	?	?
CCCCC/C=C\C/C=C\C/C=C\CCCCCCC(=O)O[C@H](COCCCCCCCCCCCCCCCC)COP(=O)([O-])OCC[N+](C)(C)C	-7%	1%	1%	-7%	-3%	·	-12%	1%
COc1cccc([C@@H]2Oc3ccc(OC)cc3C(=O)[C@H]2OC(=O)NS(=O)(=O)c2ccc(C)cc2)c1	4%	7%	-3%	-1%	8%	·	-8%	0%
COc1ccc(CCNc2ncnc3c2c(-c2ccccc2)cn3-c2ccc(Cl)cc2)cc1OC	·	2%	1%	-10%	·	·	-6%	-1%
Cc1cc(=O)c2cc(Br)ccc2n1CC(=O)NCc1ccccc1	·	4%	-2%	-10%	-3%	·	·	1%

One compound at a time (already shown). Order of screens: ALDH1A1 block | Tau FP inhib | TRb SRC2 PPI | Tau fluor counter | aGal spleen mod | L3MBTL1 inh | Tau fibril ThT | TexasRed fluor
N#CC1=C(N)OC2=C(C(=O)CCC2)C1c1ccc(OC(=O)N2CCOCC2)cc1 (stereo unspecified) in the list: -13% | -2% | 5% | 0% | 6% | 6% | -3% | 1%
COc1cccc([C@@H]2Oc3ccc(OC)cc3C(=O)[C@H]2OC(=O)NS(=O)(=O)c2ccc(C)cc2)c1 in the list: 4% | 7% | -3% | -1% | 8% | · | -8% | 0%
CCCCC/C=C\C/C=C\C/C=C\CCCCCCC(=O)O[C@H](COCCCCCCCCCCCCCCCC)COP(=O)([O-])OCC[N+](C)(C)C in the list: -7% | 1% | 1% | -7% | -3% | · | -12% | 1%

Screens: PubChem BioAssay, National Center for Advancing Translational Sciences (NCATS)
